PNC inhibitor: inhibitors of perinucleolar compartment assembly; PC3M PTB-GFP, PNC prevalence imaging, 16 h; active compounds read low; activity change (PNC), negative = inhibition, % at 10 µM; actives 3.1% (n = 140,000); AID 2417;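 active means readout at or below -70, meaning at least 70% loss of cells showing the perinucleolar compartment, a nuclear body marking cancer cells; inconclusive means readout between -30 and a set limit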;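 further: plate controls were DMSO wells for no effect and camptothecin positive control wells for full effect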
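PC3M cells stably expressing PTB-GFP, 750–1000 cells/well, treated 16 h at 37 °C with compound (23 nl of library stock), in duplicate. After paraformaldehyde fixation and Hoechst stain, imaged at 20x; PNC prevalence scored by image analysis.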
12-hLO inh: inhibitors of human 12-lipoxygenase (ALOX12) | P18054 | purified 12-hLO, xylenol orange hydroperoxide absorbance | Potency, µM (top dose mostly 57.1 µM), for inactives: at the top dose activity change, negative = inhibition, actives largely listed as inhibitors | actives 0.12% (n = 150,000) | AID 1452; further: potency means the concentration at half of the fitted maximal effect; nearly all actives have a fitted effect of over 55% in size; many of its hits are not listed in these tables
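Purified human 12hLO (150 nM), preincubated 15 min with compound, then 40 uM arachidonic acid for 30 min, room temperature, Hepes pH 7.0 with 0.01% Triton X-100. Hydroperoxide detected by ferrous iron/xylenol orange; 573/405 nm absorbance ratio gives reaction progress.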
IMPase cell inh: IMPase inhibition in cells | P97697 | CHO-M1 cells, IP1 accumulation, HTRF TR-FRET ratio | inhibition (IP1 accumulation), % at 46.1 µM | 120,000 tested, under 10 active | AID 901; active means well fitted curve in the direction sought with a large enough effect in the signal ratio, not every such curve was filed as active; inconclusive means small, poorly fitted or top-dose-only effect, or a change in a side signal; inactive means no such curve, though single readings can be large or run the other way; the % refers to the signal ratio;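 further: cells stimulated with carbachol in lithium chloride buffer; plate controls were DMSO basal wells for no effect and reference inhibitor wells for full effect; higher means more IMPase inhibition seen as more IP1 and lower FRET ratio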
Target sequence (P97697 whole entry, looked up): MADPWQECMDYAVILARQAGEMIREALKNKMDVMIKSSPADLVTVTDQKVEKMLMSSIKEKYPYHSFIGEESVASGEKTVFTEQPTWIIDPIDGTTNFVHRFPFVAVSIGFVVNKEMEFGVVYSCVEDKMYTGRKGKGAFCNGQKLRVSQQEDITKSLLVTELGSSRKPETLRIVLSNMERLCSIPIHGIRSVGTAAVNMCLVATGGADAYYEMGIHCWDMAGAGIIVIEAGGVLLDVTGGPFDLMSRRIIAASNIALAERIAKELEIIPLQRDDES
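Carbachol-driven Gq signalling in CHO-M1 cells (2000/well) generates IP1. Compounds that block IMPase raise IP1 and so reduce the FRET signal from Eu-anti-IP1 and d2-IP1 after a 10 min room-temperature lysis.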
15-hLO-2 inh: blocks human 15-lipoxygenase 2 activity | Potency, µM (top dose mostly 57.1 µM), inactives show at the highest dose activity change, negative = inhibition, hits mostly inhibitors | purified 15hLO-2, xylenol orange hydroperoxide absorbance | O15296 | actives 0.56% (n = 110,000) | AID 881; further: potency means the concentration at half of the fitted maximal effect; nearly all actives have a fitted effect of over 60% in size; many of its hits are not listed in these tables
Target sequence (O15296 whole entry, looked up): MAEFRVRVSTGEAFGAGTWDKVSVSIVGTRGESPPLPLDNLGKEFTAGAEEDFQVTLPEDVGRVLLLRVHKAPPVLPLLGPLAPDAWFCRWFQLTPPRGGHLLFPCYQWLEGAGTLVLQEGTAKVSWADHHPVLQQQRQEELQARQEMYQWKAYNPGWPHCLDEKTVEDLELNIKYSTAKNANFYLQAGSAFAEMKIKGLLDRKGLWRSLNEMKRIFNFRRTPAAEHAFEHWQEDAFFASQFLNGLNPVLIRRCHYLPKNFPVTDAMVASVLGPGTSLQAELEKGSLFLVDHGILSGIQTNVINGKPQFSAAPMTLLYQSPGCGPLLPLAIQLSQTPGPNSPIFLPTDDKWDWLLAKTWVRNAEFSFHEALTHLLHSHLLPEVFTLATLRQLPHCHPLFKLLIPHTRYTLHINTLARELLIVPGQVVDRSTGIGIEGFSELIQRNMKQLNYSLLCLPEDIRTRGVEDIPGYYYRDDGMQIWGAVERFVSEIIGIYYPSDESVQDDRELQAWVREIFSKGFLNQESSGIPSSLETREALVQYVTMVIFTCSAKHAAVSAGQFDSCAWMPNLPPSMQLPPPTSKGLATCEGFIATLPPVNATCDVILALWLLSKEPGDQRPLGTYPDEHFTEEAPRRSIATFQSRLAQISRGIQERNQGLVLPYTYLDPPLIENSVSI
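Read-out: hydroperoxide product oxidises ferrous iron, measured as xylenol orange complex via the 573-to-405 nm absorbance ratio after 30 min. Reaction: 50 nM enzyme, 15 min compound preincubation, 45 uM arachidonic acid, 90 min RT, Hepes pH 7.5 with Triton X-100.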
Numbers without * were called inactive; ? = inconclusive; · = no result given; [ ] = dose if it differs, or a comment. Unless noted, the call rests on the fitted dose curve; in most records, active means well fitted curve in the direction sought with a large enough effect; inconclusive means small, poorly fitted or top-dose-only effect, or another doubt; inactive means no such curve, though single readings can be large; an effect the other way counts as inactive or inconclusive. Unless noted, on the % scale 0 is the no-effect control and ±100 the full control effect. Only part of the results is shown; rates above refer to the full screens.

SMILES	PNC inhibitor	12-hLO inh	IMPase cell inh	15-hLO-2 inh
CCOC(=O)N1CCN(c2nc(SC)nc3sc4c(c23)CC(C)(C)OC4)CC1	12	-7%	14	6%
N#Cc1ccc(Cn2c(=O)c(C#N)c3n(c2=O)CCC3)cc1	10	-4%	-3	3%
COc1ccc(OCC(=O)N2CCN(C(=O)c3cccs3)CC2)cc1	61	3%	-8	·
COc1ccc(N(C)S(=O)(=O)c2c(C)[nH]c(=O)[nH]c2=O)c(OC)c1	-9	-4%	11	-5%
O=C(c1cc(-c2ccc(Cl)cc2)n(-c2ccc(Cl)cc2)n1)N1CCOCC1	94	-2%	4	20%
CCC(C)c1ccc(NC(=O)C2CC2)cc1 (stereo not given)	23	2%	3	0%
COCC(=O)N1CCC2(CCCN(C(=O)Nc3cccc(F)c3)C2)CC1	·	-1%	·	2%
CCc1ccc(NC(=O)CS(=O)CC(=O)Nc2ccc(F)cc2F)cc1 (stereo not given)	?	-3%	3	-4%
COc1ccc(-n2c(=S)[nH]c3cc(C(=O)Nc4ccc(OC)c(OC)c4)ccc3c2=O)cc1	17	-2%	-9	·
O=C(NNC(=O)c1cnccn1)c1cccc([N+](=O)[O-])c1	-7	6%	11	·
O=C(CSc1nnnn1-c1cccnc1)Nc1ccc(OCc2ccccc2)cc1	-28	-3%	1	?
COc1ccc(-c2[nH]nc3c2C2(C(=O)N(CC(=O)O)c4ccccc42)C(C#N)=C(N)O3)cc1OC (stereo not given)	-21	2%	·	·
O=C(Nc1ccc(F)cc1)c1ccc(S(=O)(=O)NCC2CCCO2)cc1 (stereo not given)	-29	4%	-1	-4%
O=C(N/N=C/c1c(O)ccc2ccccc12)c1[nH]ncc1Br	?	-10%	·	·
O=c1c2ccccc2[nH]c(=S)n1CCc1ccccc1	-13	-5%	·	·
O=C(Cn1nnc(-c2ccc(CN3CCOCC3)cc2)n1)NC1CCCCC1	-5	1%	3	1%
CC1CCCN(C(=S)NCc2ccccc2)C1 (stereo not given)	7	2%	·	·
CCCOc1ccc(C(=O)N2CCCC2)cc1OC	-10	1%	4	-1%
COc1ccc(CCNC(=O)CN(C2CCCCC2)S(C)(=O)=O)cc1	18	6%	4	0%
CCCCSc1nc2c(cnn2-c2ccc(F)cc2)c(=O)[nH]1	-16	8%	-7	-4%
CCOc1oc(-c2ccc(OC)cc2)nc1C(F)(F)F	?	-11%	1	11%
CN(C)c1ccnc(-n2cccc2/C=N/OCc2ccccc2)c1C#N	?	1%	-8	1%
O=C(Nc1ccc2nc(-c3ccccc3)[nH]c2c1)c1ccco1	-22	0%	8	9%
O=C(NNc1nc2ccccc2nc1C(F)(F)F)c1ccccc1	27	4%	2	·
CCN(CC)CCNC(=O)C1CCC(=O)N1CCc1ccccc1 (stereo not given)	-6	9%	4	-5%
New compounds follow
SMILES	PNC inhibitor	12-hLO inh	IMPase cell inh	15-hLO-2 inh
CCc1cccc(NC(=O)c2ccc(Cn3c(=O)[nH]c4ccsc4c3=O)cc2)c1	26	0%	·	·
CCOC(=O)/C=C1\SCC(=O)N1CC(=O)Nc1ccc2c(c1)CCC2	2	-6%	10	-3%
COc1ccc(CNc2nc3ccccc3n2Cc2ccccc2)cc1OC	74	-1%	13	20%
Cc1cc(Nc2ccccc2)n(-c2nc3ccccc3[nH]2)n1	-27	-5%	-2	11%
Cc1ccc(C(=O)OC2CCOC2=O)cc1NC(=O)c1ccco1 (stereo not given)	-1	-1%	7	1%
C=CCn1c(SCC(=O)Nc2ncc(Cc3ccc(C)c(Cl)c3)s2)nnc1-c1ccncc1	?	5%	·	·
CCN1C(=O)C2(C(C#N)=C(N)Oc3c2c(C)nn3-c2ccccc2)c2ccccc21 (stereo not given)	13	-11%	-1	-4%
CC1CCN(C(=O)c2ccccc2NC(=O)c2cccc(S(=O)(=O)N3CCOCC3)c2)CC1	18	-2%	14	10%
Cc1ccc(C)c(S(=O)(=O)N2CCN(CC(=O)Nc3sccc3C#N)CC2)c1	23	-4%	-4	·
COc1cc(CN2CCN(c3ccc(C)cc3)CC2)cc([N+](=O)[O-])c1O	?	-10%	-9	-3%
COC(=O)C(NC(C)=O)(Nc1nc(C)cs1)C(F)(F)F (stereo not given)	0	1%	-10	5%
C=CCSC1=N/C(=C\c2cccnc2)C(=O)N1c1ccc(OC)cc1	-7	-8%	14	·
CCn1ccc(C(=O)NC2C(=O)N3C(C(=O)O)=C(C)CSC23)n1 (stereo not given)	43	6%	-5	·
CSc1nc2c(c(=O)[nH]1)CCCC2	-5	2%	5	2%
Cc1ccc(CO/N=C\Cc2snc(Sc3ncc(C(F)(F)F)cc3Cl)c2C#N)cc1	18	-1%	1	?
O=c1[nH]n(-c2cccc3cccnc23)c(=O)c2ccccc12	-4	-7%	0	3%
COC(=O)CNC(c1ccccc1Cl)c1cc(Br)ccc1NC(=O)CCN1CCOCC1 (stereo not given)	4	-6%	-2	12%
O=C1C2C(C(=O)N1/N=C/c1cc([N+](=O)[O-])ccc1O)C1C=CC2C12CC2 (stereo not given)	7	3%	-13	-8%
CC1(C)Cc2c(C#N)c(OCC(=O)c3ccccc3)nc(-c3ccoc3)c2CO1	-22	-7%	-9	?
O=C(CSc1nc2[nH]ncc2c(=O)[nH]1)NCc1ccccc1Cl	-5	-3%	·	·
CC1(C)CC(=O)C(C=Nc2ccc(Cl)cn2)=C(O)C1	-8	-2%	-2	-6%
COCCn1cnc2c1c(=O)n(CC(=O)OCC(=O)NCCCc1ccccc1)c(=O)n2Cc1ccccc1	-22	-3%	·	·
Cc1nc2c(C(=O)NCc3ccc(F)cc3)c[nH]n2c(=O)c1Cl	-8	-5%	1	-11%
COc1ccccc1N(CC(=O)NCc1ccccc1)C(=O)CCC(=O)Nc1ccccn1	-100*	2%	6	·
CCOC(=O)Cc1csc(N/C(=N/S(=O)(=O)c2ccc(Cl)cc2)c2ccccc2)n1	-9	0%	·	·

Random excerpt: two compounds from above
SMILES	PNC inhibitor	12-hLO inh	IMPase cell inh	15-hLO-2 inh
Cc1ccc(C)c(S(=O)(=O)N2CCN(CC(=O)Nc3sccc3C#N)CC2)c1	23	-4%	-4	·
O=C(Cn1nnc(-c2ccc(CN3CCOCC3)cc2)n1)NC1CCCCC1	-5	1%	3	1%

(cont.)
SMILES	PNC inhibitor	12-hLO inh	IMPase cell inh	15-hLO-2 inh
CNC(=O)Oc1ccc2c(c1)[C@@]1(C)CCN(C)[C@@H]1N2C	·	-7%	-4	6%
COc1ccc(N=Cc2sc(O)c3ccccc23)cc1	?	?	5[1.84 µM]	2%[11.4 µM]
COc1ccc(Nc2oc(-c3ccccc3Cl)nc2C#N)cc1	10	-1%	-1	·
Cc1cnc(C(=O)Nc2ccc(C)c(S(=O)(=O)N(C)C)c2)cn1	0	3%	5	·
CCN(C(=O)COC(=O)c1c2c(nc3ccccc13)/C(=C/c1ccccc1)CC(C)C2)C1CCS(=O)(=O)C1 (stereo not given)	?	-3%	·	·
CCN(CC)CCNC(=O)c1cc(S(C)(=O)=O)ccc1OC	11	5%	2[20.6 µM]	-2%
C/C(=N\NC(=O)CCc1c[nH]c2ccccc12)c1cccc([N+](=O)[O-])c1	23	-2%	9	·
Cc1ccc(Cn2c(=O)c3cccnc3n(CC(=O)Nc3cccc(C(F)(F)F)c3)c2=O)cc1	-4	0%	-9	·
Cc1cc2oc(=O)cc(CN3CCC(C)CC3)c2c(C)c1Cl	43	-4%	1	3%
COc1ccc(NC(=O)Cn2nnc(-c3ccc(CN4CCOCC4)cc3)n2)c(OC)c1	29	-2%	0	4%
CC(C)(C)c1cc(Br)c(O)c(CN(Cc2cc(C(C)(C)C)cc(Br)c2O)C2CCCCC2)c1	·	5%[11.4 µM]	·	-6%[11.4 µM]
CN(C)c1ccc(CN2CCCCC2)cc1	12	4%	8	-3%
CC(C)NC(=O)NC(=O)COC(=O)c1ccc(OC(F)(F)F)cc1	-89*	1%	·	·
COc1ccc(C2NCCc3c2[nH]c2ccccc32)cc1CSc1nc2ccccc2s1 (stereo not given)	81	-7%	·	·
CC(C)(C)n1nc2c(c1NC(=O)c1ccc(S(=O)(=O)N3CCCCC3)cc1)CS(=O)C2 (stereo not given)	-28	-2%	-1	-2%
CCCCCNC(=O)c1c[nH]c2ccc(S(=O)(=O)N3CCC4(CC3)OCCO4)cc2c1=O	-113*	-1%	·	·
CC1CN(C(=O)CN2C(=O)NC3(CCCCCC3)C2=O)CC(C)O1 (stereo not given)	9	3%	1	·
CC(C)COc1ccc(C(=O)NC(=S)Nc2ccc(CN3CCOCC3)cc2)cc1	?	0%	·	·
Cc1nc2c(C)cccn2c1/C(O)=C1\C(=O)C(=O)N(CCN(C)C)C1c1ccncc1 (stereo not given)	65	-3%	1	-8%
CC(C)(C)C(=O)Nc1nc(-c2ccccc2)ns1	5	7%	4	·
COCCNC(=O)COc1ccc(C)c(C)c1	-17	1%	5	1%
CCCSc1nnc2n(N)c(=O)c3ccccc3n12	?	-9%	8	-6%
O=C(CN1C(=O)c2ccccc2C1=O)Nc1ccc(S(=O)(=O)NCC2CCCO2)cc1 (stereo not given)	26	3%	-4	-1%
Clc1ccc(-c2noc(CCCOc3ccccc3)n2)cc1	-27	-5%	37[activator]	·
CC(NS(=O)(=O)c1ccc(F)cc1)C(=O)NCc1ccncc1 (stereo not given)	?	-5%	13	-2%
Following part.
SMILES	PNC inhibitor	12-hLO inh	IMPase cell inh	15-hLO-2 inh
C=CCNC(=O)CC(=O)N/N=C/c1ccc(F)cc1	2	-2%	·	·
COc1ccc(C(=O)Nc2nc3ccc4nc(C)sc4c3s2)cc1	?	-3%	-3	-2%
CCOc1cc(/C=C2\SC(=O)N=C2N)ccc1O	76	-3%	·	·
Cc1cc(NS(=O)(=O)c2ccc(NC(=O)CCCOc3ccccc3)cc2)no1	-29	0%	-4	-20%
CCOC(=O)c1ccc(NC(=O)N2CCN(S(C)(=O)=O)CC2)cc1	?	4%	13	5%
CCN(CC)C(=O)CSc1nnc(-c2ccc(S(=O)(=O)NCc3ccccc3Cl)cc2)o1	8	-1%	-5	19%
CC(C)CC(CO)N1CCN(C(=O)c2ccc(Cl)cc2Cl)CCC1=O (stereo not given)	-91*	4%	·	·
CC1=NOC(=O)/C1=C/c1ccc(N(C)C)cc1	25	-3%	?	-12%
Cc1cccc(-c2noc(CCC(=O)Nc3ccccc3)n2)c1	5	-2%	2	6%[2.29 µM]
Cc1cccc(N(CC(=O)N/N=C/c2ccc(OCC(=O)NCc3ccco3)cc2)S(C)(=O)=O)c1C	?	3%	6	13%
Clc1ccc(OCc2nc(-c3ccncc3)no2)c(Cl)c1	38	-11%	4	21%
Cc1nc(-c2cnn(-c3ccccc3)c2)c2cc(C)oc2n1	?	-2%	7	0%
O=P(O)(O)c1ccccc1OCCOCCOc1ccccc1P(=O)(O)O	24	6%	-1	2%
Cc1ccc2oc(NC(=O)N3CCOCC3)cc(=O)c2c1	28	2%	-4	-13%
CCCSc1nc(N)nc(-c2cccs2)c1C#N	18	-4%	-6	3%
CCOC(=O)C1CCN(Cc2cnc(Oc3ccc(Cl)cc3C)s2)CC1	6	7%	0	42%[activator]
CCN(CC)CCCNc1cc2n(c(=O)n1)CCc1cc(OC)c(OC)cc1-2	-19	6%	18	8%
O=C(CN1C(=O)C2CC=CCC2C1=O)Nc1nnc(SCc2ccc(F)cc2)s1 (stereo not given)	0	-9%	5	-15%
COc1ccc(/C=C2/C(=O)N(Cc3ccccc3)N=C2C)cc1	-4	-6%	·	·

Of the compounds above, 2 have a COOH group.
SMILES	PNC inhibitor	12-hLO inh	IMPase cell inh	15-hLO-2 inh
COc1ccc(-c2[nH]nc3c2C2(C(=O)N(CC(=O)O)c4ccccc42)C(C#N)=C(N)O3)cc1OC (stereo not given)	-21	2%	·	·
CCn1ccc(C(=O)NC2C(=O)N3C(C(=O)O)=C(C)CSC23)n1 (stereo not given)	43	6%	-5	·

Assay outcomes from PubChem.
